Compound activity from PubChem.
p97 ATPase inh: blocks human p97 ATPase activity; P55072; recombinant p97 ATPase, Kinase-Glo ATP luminescence, 3 h; inhibition, % at 8 µM; 220,000 compounds, 0.42% hits; AID 1481; in the data active means inhibition above about 15%;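 further: 0% = DMSO vehicle and 100% = wells lacking enzyme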
Target sequence (P55072 whole entry, looked up): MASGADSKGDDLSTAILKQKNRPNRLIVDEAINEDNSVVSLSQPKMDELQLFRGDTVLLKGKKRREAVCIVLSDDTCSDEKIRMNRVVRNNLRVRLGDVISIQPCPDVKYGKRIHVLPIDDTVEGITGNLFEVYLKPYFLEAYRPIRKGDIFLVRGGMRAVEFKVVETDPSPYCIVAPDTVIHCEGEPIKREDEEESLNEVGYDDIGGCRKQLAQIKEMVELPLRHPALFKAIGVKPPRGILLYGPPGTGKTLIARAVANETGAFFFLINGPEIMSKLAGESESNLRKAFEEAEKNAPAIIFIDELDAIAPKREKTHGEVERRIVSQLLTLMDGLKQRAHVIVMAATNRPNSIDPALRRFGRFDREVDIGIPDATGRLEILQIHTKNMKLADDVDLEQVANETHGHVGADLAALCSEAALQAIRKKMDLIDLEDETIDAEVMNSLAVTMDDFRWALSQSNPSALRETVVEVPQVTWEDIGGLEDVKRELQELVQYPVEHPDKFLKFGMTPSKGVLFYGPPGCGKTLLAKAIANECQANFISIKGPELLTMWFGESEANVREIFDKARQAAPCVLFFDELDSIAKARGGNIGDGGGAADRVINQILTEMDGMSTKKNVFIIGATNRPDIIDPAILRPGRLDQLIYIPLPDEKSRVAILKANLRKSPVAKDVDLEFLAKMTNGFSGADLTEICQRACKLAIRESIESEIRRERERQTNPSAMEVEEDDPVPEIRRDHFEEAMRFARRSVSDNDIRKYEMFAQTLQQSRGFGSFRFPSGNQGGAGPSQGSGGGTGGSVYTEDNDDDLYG
NPY2 pot ag: human NPY-Y2 potentiation or agonism, primary screen; P49146; cells expressing NPY-Y2, potentiator/agonist read-out; activation, % at 3.6 µM; 220,000 compounds, 0.45% hits; AID 1359; in the data active means activation above about 27%;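 further: cells stimulated with NPY near EC25 plus isoproterenol at EC100; 0% = vehicle plus submaximal agonist and 100% = vehicle plus saturating agonist; some results beyond the cut were filed as inactive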
NPY1 pot ag: potentiators or agonists of human neuropeptide Y receptor Y1 | P25929 | NPY-Y1 expressing cells, potentiator/agonist activation | activation, % at 3.6 µM | 220,000 compounds, 0.37% hits; in the data active means activation above about 33%, passing the limit was not always enough;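 further: cells stimulated with NPY at EC10 then isoproterenol at EC100; 0% = low agonist plus stimulus and 100% = saturating agonist plus stimulus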
Runt-CBFb FRET: Runt domain-CBFb interaction inhibition. Q01196+Q13951. Cerulean-Runt/Venus-CBFb FRET ratio 530/480, 1 h. inhibition, % at 20 µM. 220,000 compounds, 0.46% hits;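 active means inhibition over about 50% at 20 µM in the single-dose screen, limit read from the data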;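 further: 0% = DMSO wells and 100% = excess unlabeled CBFb competitor control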
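Reagent – Venus-CBFb binding partner, 100 nM · Assay system – Cerulean-tagged RUNX1 Runt domain (FRET donor) fusion protein · Input – 100 nM per protein · Incubation – two 1 h room-temperature incubations shielded from light · Measured by – FRET fluorescence · Medium – Tris buffer pH 7.5 with salts and BSA · Benchmarks – unlabeled CBFb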
RBBP9 inhibitor: blocks human serine hydrolase RBBP9. O75884. recombinant RBBP9, FP-Rh probe fluorescence polarization. inhibition, % at 7.94 µM. 220,000 compounds, 0.2% hits. AID 1515;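 active means inhibition above the campaign mean of all tested compounds plus 3 SD, cut at about 14% in these data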;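 further: plate controls were DMSO wells with RBBP9 for no effect and wells lacking RBBP9 protein for full effect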
Target sequence (O75884 whole entry, looked up): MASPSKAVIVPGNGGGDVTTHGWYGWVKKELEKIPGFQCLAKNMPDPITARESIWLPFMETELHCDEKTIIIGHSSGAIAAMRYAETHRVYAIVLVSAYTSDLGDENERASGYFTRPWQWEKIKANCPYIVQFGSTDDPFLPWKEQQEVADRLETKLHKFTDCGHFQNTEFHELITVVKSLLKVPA
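system = RBBP9 protein | input = RBBP9 at 2.5 µM in dispensed solution, before mixing | measured by = fluorescence polarization (mP), excitation 525 nm, emission 598 nm | incubation = enzyme-compound preincubation 30 min, then probe labeling 45 min, 25 °C | buffer or medium = Tris-NaCl-Pluronic buffer, pH 8.0 | compound = single dose 7.94 µM | also added = FP-Rh probe, 375 nM dispensing solution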
Hck-Nef inh: human Hck-Nef kinase inhibition; P08631; Recombinant Hck-YEEI plus Nef, Z-Lyte FRET kinase assay; inhibition, % at 20 µM; 220,000 compounds, 0.68% hits; AID 463187;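 active means Hck-Nef kinase inhibition above about 50%, limit read from the data; inactive means inhibition below that limit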;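 further: 0% = DMSO with Hck plus Nef and 100% = Hck alone without Nef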
Runt-SMMHC FRET: blocks binding of human RUNX1 Runt domain to CBFb-SMMHC. Q01196+Q13951. inhibition, % at 20 µM. 220,000 compounds, 0.74% hits. Cerulean-Runt/Venus-CBFb-SMMHC FRET ratio 530/480, 1 h;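 active means mean inhibition across duplicate retests at 20 µM reaching about 50%, limit read from the data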;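 further: 0% = DMSO wells and 100% = wells with excess untagged CBFb-SMMHC; inhibitors lower the FRET ratio by blocking Runt binding to CBFb-SMMHC; some results filed as inactive read as strong as hits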
MDM2 E3 inh: inhibitors of human Mdm2 E3 ubiquitin ligase. cell-based MDM2 ubiquitination luciferase reporter, 2 h; 0 = plate control, 100 = twice control, blank-subtracted. signal enhancement, % at 5 µM. 210,000 compounds, 0.11% hits;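 active means signal enhancement of 30% or more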;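 further: luminescence tracks abundance of the self-degrading MDM2-luciferase fusion protein; higher signal means inhibition of MDM2 E3 ligase activity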
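Buffer or medium: Cells held in DMEM | Assay system: Stable mammalian line carrying autodegrading MDM2–luciferase fusion reporter | Quantity: 2000 cells/well | Times: 4 h settle plus 2 h compound, 37 °C | Doses: One concentration, 5 µM, with 0.2% DMSO | Technique: Luminescence with SteadyLite reagent, 15 min at room temperature | Benchmarks: Plate controls and plate blanks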
NPY-Y1 antag: NPY-Y1 (human) receptor antagonism; AID 1040; HEK293-CNG Y1 cells, membrane potential fluorescence; NPY at EC95, then isoproterenol; inhibition, % at 3.6 µM; P25929; 200,000 compounds, 1% hits;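 active means inhibition above the campaign mean inhibition of all tested compounds plus 3 SD, cut at about 20% in these data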;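 further: 0% = DMSO wells given NPY plus isoproterenol and 100% = isoproterenol alone without NPY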
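material = HEK293 cells with Y1 receptor plus CNG channel | also added = NPY 25 nM then isoproterenol 1 µM plus Ro 20-1724 25 µM | schedule = dye 3 h, compound 60 min room temperature, stimulation 45 min | measured by = membrane potential fluorescence | benchmarks = high control isoproterenol alone, low control NPY with isoproterenol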
Active calls of the source: *; · = not tested or not shown.

1. Cc1ccsc1/C=N/NC(=O)C(=O)NCC(C)C
2. COC(=O)CCNC(=O)c1ccc2[nH]c(C)c(C)c2c1
3. CCc1cccc(C)c1NC(=S)N(CCCN1CCOCC1)Cc1cccnc1
4. CCOC(=O)c1c(NC(=O)C2CCCN(S(=O)(=O)c3ccc(C)cc3)C2)sc2c1CCCC2 (configuration not stated)
5. COc1cc(S(=O)(=O)n2ccnc2)ccc1Br
6. CCn1c(-c2csc(-c3ccccc3)n2)n[nH]c1=S
7. CCCC1CC(C)(/C(C)=N\NC(N)=S)OC1=O (configuration not stated)
8. CC(C)c1nc(SCC(=O)N2CCCC2)c2ccccc2n1
9. Cc1ccc(C2C(C#N)C(C#N)N3CCCN23)cc1 (configuration not stated)
10. COc1cc2[nH]c(=S)nc(NC3CCCCCC3)c2cc1OC

Assay by compound	1	2	3	4	5	6	7	8	9	10
Runt-CBFb FRET	2	1	1	0	0	10	2	0	1	-2
NPY1 pot ag	3	-20	2	-7	9	-14	-7	-12	13	8
RBBP9 inhibitor	-13	-2	-6	-4	0	-5	-1	-7	2	3
NPY-Y1 antag	3	0	0	-2	2	7	-11	4	5	6
Runt-SMMHC FRET	1	1	0	7	-6	10	-4	1	-3	0
Hck-Nef inh	24	12	2	2	25	0	15	0	0	15
NPY2 pot ag	-6	-6	3	-10	4	-9	2	1	-2	4
p97 ATPase inh	3	-1	1	1	2	-2	4	1	3	1
MDM2 E3 inh	18	-23	-7	-6	-10	-24	3	-8	-10	2

11. CCN(CC)S(=O)(=O)c1ccc2c(c1)nc(SCn1nnc3ccccc3c1=O)n2CC
12. COc1ccc(CCNC(=O)CN2CCC(n3nnc4cc(F)ccc43)CC2)cc1OC
13. CN(N)C(=S)NCc1ccccc1
14. Cc1ccc(S(=O)(=O)c2nc(S(C)(=O)=O)sc2N(C)C)cc1
15. Cn1nnc2c(N3CCCCC3)nccc21
16. Cc1cc(C(F)(F)F)c(C#N)c(=O)[nH]1
17. COc1cc(/C=N\Nc2nc(-c3cccs3)c(NC(C)=O)s2)ccc1O
18. CCSc1nnc(NC(=O)C2CCN(S(=O)(=O)c3cc(C(F)(F)F)ccc3Cl)CC2)s1
19. COc1ccc(/C=N/NC(=O)c2ccn[nH]2)cc1Cn1nc(C)c([N+](=O)[O-])c1C
20. COc1ccc(CN2CCC(CNC(=O)NC3CCCCC3)CC2)cc1

Assay by compound	11	12	13	14	15	16	17	18	19	20
Runt-CBFb FRET	-1	-2	2	-2	2	-2	38	2	1	-2
NPY1 pot ag	8	0	-1	26	-16	-23	3	-13	6	2
RBBP9 inhibitor	-7	7	-8	-8	4	-5	-1	-7	-2	-8
NPY-Y1 antag	9	-5	-3	-4	1	11	·	4	·	2
Runt-SMMHC FRET	-1	2	-1	1	2	0	-3	4	-2	-4
Hck-Nef inh	14	-3	-1	1	1	6	46	0	29	0
NPY2 pot ag	4	15	-1	-4	8	-16	0	1	-10	18
p97 ATPase inh	-1	1	-2	-1	11	-1	11	4	9	5
MDM2 E3 inh	-2	-10	-17	5	-4	-6	-5	-6	-7	-4

21. C=CCn1c(-c2ccco2)n[nH]c1=S
22. COc1ccc(/C=N/NC(=O)CN(C)S(=O)(=O)c2ccc(NC(C)=O)cc2)cc1
23. O=C1c2ccccc2-c2nc3ncnn3c(-c3ccccc3Cl)c21
24. CC(C)(C)NCc1cc(Cl)ccc1OCc1cccs1
25. N#CCc1ccc(NS(=O)(=O)c2ccc(N3CCCC3=O)cc2)cc1
26. O=[N+]([O-])c1ccc(N2CCN(C(=S)c3cccc([N+](=O)[O-])c3)CC2)cc1
27. CCOC(=O)c1[nH]c(C)c(C(=O)Nc2cc(Cl)ccc2C)c1C
28. COc1cc(C(=O)NCC2CCCO2)ccc1OCc1c(C)noc1C (configuration not stated)
29. CN(CCc1ccccn1)S(=O)(=O)c1ccc(F)cc1
30. Cc1c(CNCCC2=CCCCC2)c(C(=O)O)c(C)n1Cc1ccccc1

Assay by compound	21	22	23	24	25	26	27	28	29	30
Runt-CBFb FRET	4	0	2	-2	-2	24	0	-1	-1	-2
NPY1 pot ag	-30	-11	4	21	7	-3	-31	7	1	-9
RBBP9 inhibitor	-5	-4	-5	-2	0	-7	-5	-4	-5	-6
NPY-Y1 antag	-3	2	1	8	-2	·	14	6	-1	6
Runt-SMMHC FRET	18	-1	-2	0	-2	2	-5	-4	-3	0
Hck-Nef inh	0	15	1	1	-1	-34	-9	3	-1	-6
NPY2 pot ag	-7	-7	8	16	4	-9	-17	-9	-24	8
p97 ATPase inh	1	3	3	-5	3	6	-3	-3	-2	-1
MDM2 E3 inh	-21	-14	-6	17	-18	-16	3	-11	-14	-3

Results in Hck-Nef inh, NPY1 pot ag and NPY2 pot ag (4 entries from above):
| no. | Molecule | Hck-Nef inh | NPY1 pot ag | NPY2 pot ag |
| --- | --- | --- | --- | --- |
| 29 | CN(CCc1ccccn1)S(=O)(=O)c1ccc(F)cc1 | -1 | 1 | -24 |
| 24 | CC(C)(C)NCc1cc(Cl)ccc1OCc1cccs1 | 1 | 21 | 16 |
| 21 | C=CCn1c(-c2ccco2)n[nH]c1=S | 0 | -30 | -7 |
| 30 | Cc1c(CNCCC2=CCCCC2)c(C(=O)O)c(C)n1Cc1ccccc1 | -6 | -9 | 8 |

(more compounds)
31. Cc1ccc(-n2ncc3c(SCc4cccc(C)c4)ncnc32)cc1
32. CCOC(=O)C1=C(C)N=C2c3ccccc3C(=O)C2C1c1ccc(C)cc1 (configuration not stated)
33. CN1CC2(C)CN(C(c3ccccc3)c3ccccc3)CC(C)(C1)C2O (configuration not stated)
34. COc1ccc(-c2[nH]ncc2CN(C)C(C)c2ccon2)c(OC)c1 (configuration not stated)
35. COc1ccc(OC)c(NC(=O)c2cc3n(n2)C(C(F)(F)F)CC(c2ccc4c(c2)OCO4)N3)c1 (configuration not stated)
36. COCCN1C(=O)N[C@@H](c2cccc(F)c2)C(C(=O)OC)=C1C
37. CCOc1ccccc1OCc1nn2c(-c3ccc(C)cc3)nnc2s1
38. O=c1nc(N/N=C/c2c[nH]c3ccccc23)cn[nH]1
39. Cc1ccc(-c2csc(-c3c[nH]c4ccccc34)n2)cc1
40. O=C(O)C1C2C=CC(C2)C1C(=O)NC1CCS(=O)(=O)C1 (configuration not stated)

Assay by compound	31	32	33	34	35	36	37	38	39	40
Runt-CBFb FRET	2	-5	-1	0	·	1	-4	2	-1	2
NPY1 pot ag	13	13	-9	5	-22	·	-44	21	19	6
RBBP9 inhibitor	-1	-3	-9	2	-9	·	-11	1	1	-8
NPY-Y1 antag	-4	-6	-1	7	-5	·	12	·	-4	0
Runt-SMMHC FRET	-1	-11	1	3	-45	0	0	-6	-1	-4
Hck-Nef inh	1	-2	2	4	1	23	4	39	-16	0
NPY2 pot ag	-3	6	-3	-5	1	·	-19	-22	5	8
p97 ATPase inh	6	0	1	2	2	·	-4	4	2	-1
MDM2 E3 inh	-11	-25	-29	-30	·	6	-4	-34	-10	12

41. C#CCOCCOCCOCCNc1nc(N2CCN(C(=O)[C@H](Cc3cc4ccccc4[nH]3)n3cc([C@@H](N)C(C)CC)nn3)CC2)nc(N2CCN(C(=O)[C@H](CCCCN)n3cc([C@@H](N)CO)nn3)CC2)n1 (some centres not stated)
42. Cc1cc2sc(C(=O)O)c(C)c2s1
43. COc1ccc(S(=O)(=O)Nc2cc(C)c(O)cc2C(C)C)cc1
44. CCOC(=O)C1=C(C)NC(=S)NC1c1ccc(-c2cccc(Cl)c2C)o1 (configuration not stated)
45. O=C(c1cc2ccccc2o1)N1CCN=C1SCc1cccc(F)c1
46. COc1ccc(NC(=S)N2CCN(Cc3ccc(C)cc3)CC2)cc1
47. O=C(NC1CCOC1)c1ccc(OC2CCN(CCc3ccccc3)CC2)cc1 (configuration not stated)
48. Cn1cc(Br)c(C(=O)Nc2sc3c(c2C#N)CCC3)n1
49. FC(F)(F)c1nnc2ccc(NCc3ccccc3)nn12
50. Cc1nn2c(Nc3ccccc3)c3c(nc2c1-c1ccccc1)CCC3

Assay by compound	41	42	43	44	45	46	47	48	49	50
Runt-CBFb FRET	3	1	3	40	2	-2	1	1	-1	2
NPY1 pot ag	3	-37	-16	19	-1	6	16	-12	-5	-11
RBBP9 inhibitor	-9	1	-7	-6	-8	3	-11	-5	-14	-7
NPY-Y1 antag	-3	18	-5	-12	4	-2	4	·	7	3
Runt-SMMHC FRET	2	1	0	39	0	1	-1	-4	-5	7
Hck-Nef inh	-14	14	5	-2	2	10	6	12	21	0
NPY2 pot ag	18	3	12	11	-2	-12	-5	-26	3	-5
p97 ATPase inh	4	3	2	-3	-1	-2	-5	0	-3	0
MDM2 E3 inh	·	0	-19	-19	-10	1	5	-19	-6	-3

51. CC1CC2=C(C(=O)O1)C(c1ccccc1)Nc1ccccc1N2 (configuration not stated)
52. Nc1ccccc1NC1=CC(=O)CC(c2ccco2)C1 (configuration not stated)
53. CCn1cc(CN(C)C(=O)CSc2nc(-c3ccco3)cc(C(F)(F)F)n2)c(C)n1
54. CC(C)(C)n1cnnc1Sc1ccc([N+](=O)[O-])cn1
55. N#CC1=C(SCc2ccccc2)NC(=O)CC1c1cccc(O)c1 (configuration not stated)
56. CCOC(=O)C1CCN(c2c(NCCCN3CCN(Cc4ccccc4)CC3)c(=O)c2=O)CC1

Assay by compound	51	52	53	54	55	56
Runt-CBFb FRET	1	21	·	-1	0	1
NPY1 pot ag	10	-25	6	0	27	4
RBBP9 inhibitor	-1	-1	-1	-5	4	-5
NPY-Y1 antag	-1	-4	2	·	8	2
Runt-SMMHC FRET	-2	-2	·	-1	1	-2
Hck-Nef inh	-1	8	4	13	1	4
NPY2 pot ag	6	7	7	-17	18	-1
p97 ATPase inh	7	1	-2	5	2	2
MDM2 E3 inh	17	-11	·	1	-13	-9

For reference, part of the list above.
53. CCn1cc(CN(C)C(=O)CSc2nc(-c3ccco3)cc(C(F)(F)F)n2)c(C)n1
54. CC(C)(C)n1cnnc1Sc1ccc([N+](=O)[O-])cn1

Assay by compound	53	54
Runt-CBFb FRET	·	-1
NPY1 pot ag	6	0
RBBP9 inhibitor	-1	-5
NPY-Y1 antag	2	·
Runt-SMMHC FRET	·	-1
Hck-Nef inh	4	13
NPY2 pot ag	7	-17
p97 ATPase inh	-2	5
MDM2 E3 inh	·	1
